PAFAH1B3 inh: inhibitors of human PAFAH1B3. recombinant PAFAH1B3, FP-rhodamine probe, fluorescence polarization. inhibition, % at 3.39 µM. Q15102. AID 492972. 0.28% of 340,000 active;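 active = inhibition above the screen-wide average of all tested compounds plus 3 SD, cut at about 25% in these data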;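 note: 0% = enzyme with DMSO only and 100% = wells lacking PAFAH1B3 protein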
Target sequence (Q15102 whole entry, looked up): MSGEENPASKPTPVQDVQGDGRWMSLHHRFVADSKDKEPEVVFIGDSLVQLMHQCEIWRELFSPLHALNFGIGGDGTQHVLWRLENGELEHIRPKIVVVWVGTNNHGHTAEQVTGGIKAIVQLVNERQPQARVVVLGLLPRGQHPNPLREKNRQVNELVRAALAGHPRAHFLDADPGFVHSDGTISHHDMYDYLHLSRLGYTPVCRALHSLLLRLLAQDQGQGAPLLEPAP
pPAFAH inh: pPAFAH (human) enzyme inhibition; recombinant pPAFAH, FP-rhodamine probe fluorescence polarization; Q13093; inhibition, % at 3.39 µM; 1.5% of 330,000 active; AID 463082;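 active = inhibition above the mean inhibition across the screen plus 3 SD, cut at about 25% in these data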;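 note: inhibitors block binding of the rhodamine activity-based probe so polarization drops; 0% = enzyme with DMSO and 100% = wells lacking pPAFAH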
PAD4 FP inh: PAD4 (human) enzyme inhibition | Q9UM07 | recombinant PAD4, RCA probe fluorescence polarization | inhibition, % at 6.36 µM | 0.41% of 330,000 active | AID 485272;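 active = percent inhibition above a cutoff equal to the mean of all tested compounds plus 3 SD, cut at about 15% in these data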;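 note: 0% = PAD4 with RCA probe and DMSO and 100% = probe without PAD4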
PAFAH2 inh: PAFAH2 (human) inhibition. recombinant PAFAH2, FP-rhodamine activity probe, fluorescence polarization. inhibition, % at 3.39 µM. 0.99% of 340,000 active;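 active = inhibition above the mean over all tested compounds plus 3 SD, cut at about 30% in these data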;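 note: inhibitors block probe labeling of enzyme so polarization drops; 0% = enzyme with DMSO and 100% = wells lacking PAFAH2 protein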
PME-1 primary: PME-1 (human) inhibition; Q9Y570; recombinant PME-1, FP-Rh probe fluorescence polarization; inhibition, % at 5.9 µM; 0.53% of 320,000 active; AID 2130;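 active = inhibition above the campaign mean of all compounds plus 3 SD, cut at about 26% in these data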;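 note: competitive labeling of PME-1 active site by serine hydrolase directed probe; 0% = PME-1 with DMSO and 100% = wells lacking PME-1 enzyme; inhibitors block probe labeling so polarization falls and inhibition rises; many of its hits are not listed in these tables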
PAFAH1B2 FP inh: inhibitors of human PAFAH1B2 | P68402 | recombinant PAFAH1B2, FP-rhodamine activity probe, fluorescence polarization | inhibition, % at 3.39 µM | 1.2% of 340,000 active;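 active = inhibition above the mean of all tested compounds plus 3 SD, cut at about 24% in these data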;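 note: 0% = enzyme with DMSO and 100% = wells lacking PAFAH1B2; many of its hits are not listed in these tables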
Target sequence (P68402 whole entry, looked up): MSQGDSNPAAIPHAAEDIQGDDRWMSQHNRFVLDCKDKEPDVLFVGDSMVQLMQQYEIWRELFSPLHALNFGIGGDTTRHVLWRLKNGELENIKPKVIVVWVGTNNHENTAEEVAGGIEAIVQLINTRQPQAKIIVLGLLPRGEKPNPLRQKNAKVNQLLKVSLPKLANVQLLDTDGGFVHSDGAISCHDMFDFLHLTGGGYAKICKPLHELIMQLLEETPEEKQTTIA
GSTO1 counter: GSTO1 inhibition, counter-screen for RBBP9 inhibitors; recombinant GSTO1, activity-based probe fluorescence polarization; P78417; inhibition, % at 5.96 µM; 1.1% of 300,000 active; AID 1974;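 active = inhibition above the campaign mean inhibition plus 3 SD, cut at about 35% in these data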;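 note: 0% = GSTO1-1 with DMSO and 100% = wells lacking GSTO1-1 enzyme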
Target sequence (P78417 whole entry, looked up): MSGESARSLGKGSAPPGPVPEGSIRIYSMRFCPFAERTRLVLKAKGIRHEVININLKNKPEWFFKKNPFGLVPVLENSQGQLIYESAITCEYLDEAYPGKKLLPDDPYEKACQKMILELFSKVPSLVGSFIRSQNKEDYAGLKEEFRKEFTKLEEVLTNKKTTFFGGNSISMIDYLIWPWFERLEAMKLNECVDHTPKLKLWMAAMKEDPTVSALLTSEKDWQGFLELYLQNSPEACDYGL
Fam108B inh: blocks mouse Fam108B hydrolase in RBBP9 counter-screen; recombinant Fam108B, FP-Rh probe fluorescence polarization; inhibition, % at 9.51 µM; 0.33% of 300,000 active; AID 1947;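 active = inhibition above the screen mean inhibition plus 3 SD, computed separately per campaign, cut at about 18% in these data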;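 note: inhibitors lower polarization as less probe binds the enzyme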
LYPLA1 inh: blocks human lysophospholipase 1, a PME1 counter-screen; O75608; recombinant LYPLA1, FP-Rh probe fluorescence polarization; inhibition, % at 5.9 µM; 0.16% of 320,000 active;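 active = inhibition above the mean of all tested compounds plus 3 SD, set per campaign, cut at about 14% in these data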;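 note: inhibitors block serine hydrolase probe labeling of LYPLA1 so polarization falls; 0% = enzyme with DMSO and 100% = wells lacking LYPLA1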
Target sequence (O75608 whole entry, looked up): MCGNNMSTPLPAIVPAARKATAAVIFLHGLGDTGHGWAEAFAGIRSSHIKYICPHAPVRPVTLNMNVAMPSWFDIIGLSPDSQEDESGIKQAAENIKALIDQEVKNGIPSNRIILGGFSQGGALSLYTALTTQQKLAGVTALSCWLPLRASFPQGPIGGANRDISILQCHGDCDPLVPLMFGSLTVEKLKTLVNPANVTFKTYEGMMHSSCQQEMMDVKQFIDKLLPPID
Active calls of the source: *; nt = no result given.

SMILES	PAFAH1B3 inh	pPAFAH inh	PAD4 FP inh	PAFAH2 inh	PME-1 primary	PAFAH1B2 FP inh	GSTO1 counter	Fam108B inh	LYPLA1 inh
NC(=O)C1=C[C@@H](C2CCCCC2)C[C@@H](OCCCCO)O1	10	1	0	-7	1	6	10	0	-3
Cc1ccc(-c2cc(C(=O)NCCCN3CCCC3)c3ccccc3n2)cc1C	9	1	-1	3	-10	6	-4	-1	-2
O=S(=O)(Cc1ccccc1)NCc1cccnc1	-2	4	0	-5	-5	1	3	0	-5
O=C(O)CCCNC(=O)c1cncc(O)c1	8	3	-3	-4	1	5	4	0	-3
CC(=O)Nc1sc2c(c1C(c1ccc(Cl)cc1)N1CCOCC1)CCCC2 (centres undefined)	6	2	-2	-9	-3	8	0	1	-1
O=C(NCCCN1CCOCC1)C(=O)NCc1ccccc1Cl	-4	-1	-6	2	1	2	-2	-2	1
O=C1CCN(S(=O)(=O)c2cc(C(F)(F)F)ccc2Cl)CC1	4	0	-5	-4	5	9	nt	nt	-3
COc1cccc(NC(=O)CN2C(=O)CSc3ccc(S(=O)(=O)N4CCCCC4)cc32)c1	9	5	0	-3	5	-2	6	-1	-2
Cn1cnc2c(N/N=C/c3cccs3)ncnc21	nt	-1	1	nt	-6	nt	-4	-3	-3
CN(C(=O)c1ccc(N2CCOCC2)c([N+](=O)[O-])c1)C1CCCCC1	6	-4	2	5	0	6	0	-1	4
Cc1cc(-c2nc(C)c(C(=O)NNC(=O)NC(C)C)s2)no1	2	-5	3	4	-5	-2	5	-4	-5
COc1ccc(-c2c(NC(=O)c3ccco3)oc3ccc(Cl)cc3c2=O)cc1	7	3	2	-14	1	-6	-8	2	-2
CC(C)CCNC(=O)C1CCN(S(=O)(=O)c2ccc3c(c2)CCC(=O)N3)CC1	-4	-2	-3	5	-1	1	3	-1	3
CCCOc1ccc(/C(O)=C2/C(=O)C(=O)N(CCCn3ccnc3)C2c2cccnc2)cc1 (centres undefined)	nt	-2	-5	nt	1	nt	6	0	-1
CCN(CC)CCCNC(=O)c1cc(-c2ccc(Cl)c(Cl)c2)on1	0	5	4	-2	-3	1	6	-2	-7
C=CCC[C@@H](Cc1ccc(F)cc1)C(=O)OCCNC(=O)[C@@H](CC=C)CC(=O)N(CCO)Cc1ccccc1	5	7	1	0	nt	4	nt	nt	nt
C[C@H]1CN([C@@H](C)CO)C(=O)Cc2cc(NS(=O)(=O)c3cn(C)cn3)ccc2O[C@@H]1CN(C)C(=O)Nc1ccc(F)cc1	3	2	1	-6	nt	4	nt	nt	nt
N#C/C(=N\Nc1ccc(S(=O)(=O)N2CCc3ccccc32)cc1)C(N)=S	14	24	-9	24	12	26*	-16	22*	-10
COc1ccc(CCNC(=O)COC(=O)C23CC4CC(CC(Br)(C4)C2)C3)cc1	4	4	1	3	2	19	15	0	-6
COc1ccc(OCCCCn2c(CO)nc3ccccc32)cc1	4	6	1	2	0	-1	7	3	1
Cc1cc(C)n2nc(-c3cnn(C)c3C(F)(F)F)cc2n1	3	2	-1	1	0	4	0	0	6
O=S(=O)(c1cccs1)N1CCN(c2ccc(F)cc2)CC1	-6	2	0	4	-5	6	-3	-1	-1
CCN(Cc1ccccc1)C(=O)c1c[nH]c2ccc(S(=O)(=O)N(C)CCC#N)cc2c1=O	8	-1	1	-3	-2	5	1	9	1
Cc1ccccc1-c1nnc(SCc2ccc(F)cc2)o1	-2	3	-1	4	2	-2	-7	-4	2
COc1ccccc1/C=N/N1CCN(c2ccc(Cl)cc2)CC1	5	6	1	-4	7	3	4	4	2

(cont.)
SMILES	PAFAH1B3 inh	pPAFAH inh	PAD4 FP inh	PAFAH2 inh	PME-1 primary	PAFAH1B2 FP inh	GSTO1 counter	Fam108B inh	LYPLA1 inh
O=C(NCc1ccc(F)cc1)C1CCC(CNS(=O)(=O)c2ccccc2)CC1 (centres undefined)	-2	3	2	-7	-7	8	10	0	0
O=C(Nc1ccccc1-c1nc2ccccc2[nH]1)c1sc2ccccc2c1Cl	nt	1	1	nt	2	nt	2	-15	0
N#C/C(=C\c1ccc(N2CCOCC2)cc1)c1ccccc1	1	20	-3	-2	2	3	3	4	0
CC(NC(=O)C(C)(C)C)c1nc2ccccc2n1C (centres undefined)	5	-11	-12	0	-2	3	-4	-6	1
Cc1cccc(OCC(O)CN2CC3(C)CC2CC(C)(C)C3)c1 (centres undefined)	7	1	9	-2	6	5	-2	-4	-8
CCC(C)CCN1C(Nc2ccccc2)=NC[C@@H]1C (some centres undefined)	8	4	-1	-8	3	-10	6	-3	1
Cc1ccc(NC(=O)c2ccc(Oc3ncccn3)cc2)cc1	1	0	4	4	3	1	-6	-2	0
CCCCN(C(=O)c1cc2c(s1)CCCC2)c1c(N)n(CCC)c(=O)[nH]c1=O	10	-1	-2	3	-8	5	nt	nt	-3
COc1ccccc1CN(C)C(=O)c1sccc1-c1ccccc1	7	4	3	3	9	-2	3	3	2
CCCc1cc(=O)[nH]c(SCC(=O)N(Cc2ccccc2)C(C)C)n1	4	6	2	-5	3	13	-7	5	1
CCN1CCCC1CN(Cc1cc2cc(C)ccc2[nH]c1=O)C(=O)Nc1ccccc1OC (centres undefined)	9	7	-3	1	-9	0	1	-7	-1
COc1cc(NC(c2ccccc2)c2ccccc2)cc(OC)c1OC	-5	44*	-4	1	-1	-5	13	2	0
COc1cc(C(=O)OCC(=O)Nc2cc(S(=O)(=O)N3CCOCC3)ccc2C)ccc1OCC(C)C	1	6	-1	58*	-1	-2	-2	1	-6
COC(=O)c1c(NC(=O)COc2ccc(Cl)cc2Cl)sc2c1CC(C)(C)NC2(C)C	1	0	-2	-2	1	-7	4	0	-1
COc1ccccc1NC(=O)C1CC(=O)N(c2ccc(F)cc2)C1 (centres undefined)	10	5	-7	6	3	5	2	6	4
O=C(NCc1ccc2c(c1)OCO2)Nc1ccc2ccccc2c1	nt	1	-5	nt	-3	nt	5	3	-2
COc1ccc(-c2nc3ccccc3nc2-c2ccccc2)cc1OC	4	8	4	1	-1	4	-8	-3	-4
CN1/C(=C/c2cccc[n+]2C)Sc2ccccc21	13	-2	-3	-2	-4	2	-1	1	1
Cn1cc(Cl)c(-c2n[nH]c(=S)n2C2CCCCC2)n1	4	1	-5	-4	-1	7	11	-1	-1
O=C(CN1CCCCCCC1)Nc1ccc(Cl)cc1Cl	4	0	1	-2	-4	-2	-3	4	2
OC(CNCc1ccc(F)cc1)(c1ccccc1)c1ccc(F)cc1 (centres undefined)	-1	0	-1	-1	-1	3	-2	0	4
Cc1ccc(NC(=O)C2COc3ccccc3O2)cc1 (centres undefined)	8	-2	-3	4	-1	3	5	3	-2
CC(=O)c1cccc(NC(=S)NC(=O)c2cccc(Cl)c2)c1	1	-2	-1	-4	2	3	4	-2	5
COc1cccc(-n2cnc3sc(-c4ccccc4)cc3c2=O)c1	8	0	-1	-1	-2	0	11	7	4
CCCCc1c(O)nc2sccn2c1=O	7	0	-3	4	-5	5	-2	-2	0

(list continues)
SMILES	PAFAH1B3 inh	pPAFAH inh	PAD4 FP inh	PAFAH2 inh	PME-1 primary	PAFAH1B2 FP inh	GSTO1 counter	Fam108B inh	LYPLA1 inh
CCCNC(=O)c1ccc(-c2nn(C)c(=O)c3ccccc23)cc1	3	32*	1	2	-8	2	0	10	-4
Cc1ccc(C(=O)n2nnc3ccccc32)cc1[N+](=O)[O-]	10	0	3	-2	-3	1	5	-5	-2
COc1ccc(NC(=S)N2CCOCC2)c(OC)c1	1	3	-1	-2	1	8	1	-1	0
Cc1ccc(N=C2SCCCN2C(=O)c2ccco2)cc1Cl	-2	6	0	-2	-1	2	6	6	1
CCOC(=O)c1ccccc1NC(=O)c1c(N)n(C)c(=O)[nH]c1=O	nt	3	-6	nt	1	nt	-4	-6	1
NC(=O)CSc1nc2cc(Cl)ccc2c(=O)n1C1CCCCC1	1	10	-1	5	3	-3	1	-1	-1
CCN(CC)S(=O)(=O)c1cccc(C(=O)N[C@H](C(=O)NNC(=O)c2ccccc2)C(C)C)c1	5	2	2	2	-5	2	11	5	0
O=C(CSc1nnc(NC(=O)c2ccccc2Cl)s1)NC1CC1	6	-1	-6	6	2	4	-9	-2	3
O=S(=O)(Cc1ccccc1)C1CCCCC1O (centres undefined)	5	5	0	9	-4	8	-11	-3	0
Cc1sc2nc(SCc3nc(-c4cccs4)no3)n(-c3ccccc3)c(=O)c2c1C	-6	6	10	7	1	-5	1	-2	-2
O=[N+]([O-])c1ccc(Sc2nnnn2-c2ccccc2)c(Cl)c1	8	3	4	2	2	8	16	2	1
Cc1ccc(CNC(=O)C2CCCN2C(=O)Nc2ccc(F)cc2)cc1 (centres undefined)	10	0	-2	4	5	6	11	-1	-3
Cc1[nH]ncc1-c1ccccc1Cl	5	0	0	0	-2	5	20	2	1
COc1ccc(-c2nn(-c3ccccc3)cc2C(=O)NC(=S)N2CCOCC2)cc1OC	6	1	-1	-3	3	5	nt	nt	-2
COc1cccc(-c2ccc(NC(=O)C3CCCN(Cc4cnc(C)n4C)C3)cc2)c1 (centres undefined)	10	5	-8	0	-1	-3	-4	1	-4
O=C(O)C1CC=CCC1C(=O)Nc1cccc(Cl)c1 (centres undefined)	4	2	-8	2	-6	-2	-7	0	3
CCn1c(=O)c2c(nc(SCC(=O)Nc3ccccc3)n2C)n(C)c1=O	4	2	-2	6	1	2	7	-3	-3
O=C(OC1CCOC1=O)c1cc(-c2cccs2)nc2ccccc12 (centres undefined)	7	3	-9	5	-5	5	4	-4	0
CCOC(=O)C1CCCN(C(=O)c2ccc(OC)c([N+](=O)[O-])c2)C1 (centres undefined)	1	5	0	-11	-7	1	-1	-1	-6
COCCNC(=O)Cn1c(=O)oc2cc(S(=O)(=O)N3CC(C)CC(C)C3)ccc21 (centres undefined)	6	2	-2	1	3	4	-7	3	1
CCc1nc(OCc2ccccc2)c2sc3nc4c(cc3c2n1)COC(C)(C)C4	2	-3	-1	1	3	-2	-1	-2	3
O=C(OCCOc1cccc(Cl)c1)c1ccc2ncsc2c1	3	5	-1	21	-5	-1	-4	0	-5
COc1ccc(N2CC(O)=C(c3nc(-c4ccc(F)cc4)cs3)C2=N)cc1OC	10	22	-6	41*	10	1	-6	6	5
CCn1ncc(C2=NOC(C(=O)Nc3c(C)nn(Cc4ccc(F)cc4)c3C)C2)c1C (centres undefined)	0	-4	1	-8	-2	3	1	-1	-1
CC(C)(C)C(=O)Cn1nnc(-c2ccc(C(F)(F)F)cc2)n1	-2	7	-4	1	3	-1	0	3	-3

Other entries follow.
SMILES	PAFAH1B3 inh	pPAFAH inh	PAD4 FP inh	PAFAH2 inh	PME-1 primary	PAFAH1B2 FP inh	GSTO1 counter	Fam108B inh	LYPLA1 inh
CCc1ccc(OCC(=O)NC2CC(C)(C)NC(C)(C)C2)cc1	4	0	3	3	4	0	7	8	0
O=C(/C=C/c1ccc(F)cc1)c1ccccc1Br	10	-2	3	2	0	-3	3	-3	-9
CC(=O)Nc1ccc(NC(=O)c2cc(-c3cc(C)cc(C)c3O)n[nH]2)cc1	9	-6	-2	-14	-14	4	-47	6	-25
Cc1ccc(NC(=S)NNS(=O)(=O)c2ccc3ccccc3c2)cc1Cl	1	5	0	-2	0	4	-7	0	-3
CCOC(=O)Cc1c(C)nc2c(-c3ccccc3)c(C)nn2c1C	6	4	-1	2	1	2	3	2	4
Cc1ccc(CNC(=O)C2CCN(S(=O)(=O)c3ccc4nc5c(c(C(=O)O)c4c3)CC(C)CC5)CC2)cc1 (centres undefined)	8	11	-1	5	-11	1	-10	-4	-2

A portion of the library (hit frequency here may not be typical).
